ADAM17 inh: inhibits human ADAM17; P78536; recombinant ADAM17, EDANS/DABCYL FRET peptide cleavage; actives 0.83% (n = 370,000); AID 720648; inhibition, % at 6.95 µM;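 active = inhibition above the mean of compounds lying between control limits plus 3 SD, set per campaign, cut at about 8.5% in these data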;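 note: 0% = DMSO-only wells as the low control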
Target sequence (P78536 215-824 limits assumed): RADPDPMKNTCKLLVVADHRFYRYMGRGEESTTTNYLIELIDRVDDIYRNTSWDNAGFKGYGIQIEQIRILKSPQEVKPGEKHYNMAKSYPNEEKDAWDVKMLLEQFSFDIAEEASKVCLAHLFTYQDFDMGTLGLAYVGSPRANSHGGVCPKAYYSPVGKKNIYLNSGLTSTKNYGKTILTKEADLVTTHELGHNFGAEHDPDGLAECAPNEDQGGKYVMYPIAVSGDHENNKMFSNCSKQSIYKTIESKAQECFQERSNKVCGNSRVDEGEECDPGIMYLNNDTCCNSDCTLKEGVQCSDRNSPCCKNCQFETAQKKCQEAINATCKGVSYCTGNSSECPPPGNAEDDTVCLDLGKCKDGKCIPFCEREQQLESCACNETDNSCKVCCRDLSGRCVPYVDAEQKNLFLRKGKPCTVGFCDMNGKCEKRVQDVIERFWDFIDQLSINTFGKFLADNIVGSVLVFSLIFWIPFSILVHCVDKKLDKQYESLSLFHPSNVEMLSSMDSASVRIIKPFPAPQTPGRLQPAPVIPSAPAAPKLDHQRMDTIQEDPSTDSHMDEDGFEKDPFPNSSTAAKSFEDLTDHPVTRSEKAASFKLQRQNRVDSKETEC
FXN GAA850 act: activators of GAA850 frataxin (FXN) promoter; activation, % at 6 µM; AID 540364; actives 0.56% (n = 360,000); HEK293 lucGAA850 FXN promoter luciferase reporter, 24 h; percent of 10 µM SAHA response;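 active = activation above the average of all compounds screened plus 3 SD, cutoff fixed separately per campaign, cut at about 7.5% in these data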;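 note: 0% = DMSO wells and 100% = 10 µM SAHA wells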
NPR1 activator: GC-A (human) enzyme activation; P16066; HEK293 GC-A cells, cGMP TR-FRET, EC30 ANP; 0% at EC30 ANP, 100% saturating ANP; activation, % at 10 µM; actives 0.14% (n = 370,000); in the data active = activation above about 40%
hgDAF12 agonist: agonists of H. glycines DAF-12 nuclear receptor; HEK293 GAL4-hgDAF12 UAS-luciferase reporter, agonist luminescence; normalized to butyrate control; activation, % at 6.8 µM; actives 1.8% (n = 370,000); AID 687014;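 active = activation above a cutoff set at the mean of all screened compounds plus 3 SD, cut at about 10% in these data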;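 note: 0% = DMSO wells and 100% = sodium butyrate wells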
ssDAF12 agonist: S. stercoralis DAF-12 activation, primary screen. HEK293 ssDAF-12/GRIP1 lit1-tk-luc reporter, luminescence; % of 3 µM dafachronic acid response. activation, % at 6.8 µM. actives 1% (n = 370,000);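 active = activation above the mean over all tested compounds plus 3 SD, cut at about 0.9% in these data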;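 note: 0% = DMSO-only wells and 100% = 3 µM delta7-dafachronic acid wells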
hcDAF12 agonist: activates DAF-12 receptor from parasite H. contortus. actives 1.4% (n = 370,000). activation, % at 6.8 µM. AID 652067. HEK293 hcDAF-12 lit1-tk-luc reporter, luminescence; 0% DMSO, 100% Δ7-dafachronic acid;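 active = activation above the mean of all tested compounds plus 3 SD, cut at about 5.5% in these data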;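 note: 100% = response to 3 µM Δ7-dafachronic acid high control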
DAX1 inh-1: inhibitors of DAX1 repression of SF-1 activated StAR promoter | HEK293T StAR-luciferase reporter, SF-1/DAX-1 repression relief | inhibition, % at 6.8 µM | actives 1.1% (n = 370,000) | AID 652010;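 active = inhibition above the mean over all tested compounds plus 3 SD, cut at about 3.6% in these data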;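 note: 0% = DAX-1 cells with DMSO and 100% = cells lacking DAX-1 with DMSO; higher inhibition means more luminescence from relief of DAX-1 repression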
SMARCA2 activ: activators of SMARCA2 function; MG213 cells, MMTV-luciferase reporter, dexamethasone, overnight; actives 1% (n = 370,000); AID 652017; activation, % at 9.1 µM; in the data active = activation above about 7.8%;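 note: 0% = vehicle wells and 100% = reference activator wells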
DAX1 inh-2: inhibits human nuclear receptor DAX1; P51843; HEK293 Gal4-DAX1 luciferase reporter, luminescence; inhibition, % at 6.75 µM; actives 0.99% (n = 340,000); AID 504766;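 active = inhibition above the mean over all tested compounds plus 3 SD, cut at about 4.2% in these data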;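 note: 0% = DAX1-transfected cells with DMSO and 100% = empty-vector control cells with DMSO; inhibition shows as a rise in luminescence from relieved DAX1 repression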
Target sequence (P51843 207-470 limits assumed): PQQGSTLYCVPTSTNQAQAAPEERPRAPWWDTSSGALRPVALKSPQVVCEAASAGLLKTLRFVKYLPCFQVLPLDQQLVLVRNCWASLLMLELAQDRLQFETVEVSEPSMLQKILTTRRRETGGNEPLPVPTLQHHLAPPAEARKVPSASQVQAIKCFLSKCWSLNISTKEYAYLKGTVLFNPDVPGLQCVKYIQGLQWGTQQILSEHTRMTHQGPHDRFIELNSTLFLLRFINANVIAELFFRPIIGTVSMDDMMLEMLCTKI
ADAM10 inh: inhibits human ADAM10 | O14672 | recombinant ADAM10, EDANS/DABCYL FRET peptide cleavage, 3 h | inhibition, % at 7 µM | actives 0.62% (n = 370,000);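 active = inhibition above a per-campaign cutoff equal to the mean of compounds falling between control-based bounds plus 3 SD, cut at about 20% in these data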;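 note: 0% = DMSO wells while the 100% control is not disclosed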
PG9 binder: small molecules binding HIV-1 gp120 antibody PG9; AID 624416; actives 0.43% (n = 360,000); TR-FRET gp120-PG9 antibody binding; inhibition, % at 6.7 µM; in the data active = inhibition above about 8.5%
Numbers without * were called inactive; i = inactive; . = no result given.

Start of the data: the first two records, to show the layout:
entry	molecule	FXN GAA850 act	DAX1 inh-1	NPR1 activator	PG9 binder	ssDAF12 agonist	ADAM10 inh	hgDAF12 agonist	SMARCA2 activ	hcDAF12 agonist	ADAM17 inh	DAX1 inh-2
1	O=C(COC(=O)c1ccc(O)cc1O)Nc1cc(-c2ccccc2)nn1-c1ccccc1	3.1	0.0	-4	-1.2	-1.5	20	1.9	-1	-1.6	8.8*	2.2
2	NC(=O)c1ccccc1NC(=O)COc1ccc2c(c1)OCO2	7.3	1.9	-1	2.5	-0.8	-15	9.8	7	1.9	-1	0.6

The whole of this part, repeating the preview:
entry	molecule	FXN GAA850 act	DAX1 inh-1	NPR1 activator	PG9 binder	ssDAF12 agonist	ADAM10 inh	hgDAF12 agonist	SMARCA2 activ	hcDAF12 agonist	ADAM17 inh	DAX1 inh-2
1	O=C(COC(=O)c1ccc(O)cc1O)Nc1cc(-c2ccccc2)nn1-c1ccccc1	3.1	0.0	-4	-1.2	-1.5	20	1.9	-1	-1.6	8.8*	2.2
2	NC(=O)c1ccccc1NC(=O)COc1ccc2c(c1)OCO2	7.3	1.9	-1	2.5	-0.8	-15	9.8	7	1.9	-1	0.6
3	CCc1nnc(NC(=O)c2ccc(Cl)nc2)s1	5.4	2.0	-2	-1.1	-1.2	-4	3.6	-2	-0.2	-3	1.0
4	CCOc1cc2[nH]c(=S)n(CCC(=O)NCc3ccco3)c(=O)c2cc1OCC	-0.2	-0.9	4	1.6	-1.8	-5	4.6	4	1.0	-3	-0.3
5	CCOCC(=O)NC(=O)N1C[C@H]2CON(C)[C@H]2C[C@H]1c1ccc(OC)cc1	.	-0.2	1	.	-0.9	-9	0.8	-3	0.0	-5	.
6	Cc1c(C(=O)OCC(=O)N2C(C)CCCC2C)oc2ccccc12 (stereo not given)	2.7	1.7	-4	-2.1	-0.5	-5	6.5	4	1.3	-4	0.9
7	CCOc1ccc(-c2noc(-c3csc([C@@H]4O[C@H](CO)[C@H](O)[C@H](O)[C@H]4O)n3)n2)cc1	3.3	0.1	4	0.1	-0.6	-18	0.4	-2	-1.2	-2	.
8	O=[N+]([O-])c1ncccc1OCc1ccc(Cl)c(Cl)c1	3.2	0.7	0	-2.1	-0.5	2	8.7	5	2.3	1	1.0
9	CC(=O)c1ccc([N+](=O)[O-])c(CS(=O)(=O)c2ccccc2)c1	0.3	0.1	-6	-2.4	-0.4	5	-1.1	3	1.9	2	0.1
10	Cc1cc(N/C=C/C(=O)c2ccccc2)ccc1Br	2.4	2.6	-1	0.4	2.8*	-4	14*	7	9.8*	-2	1.2
11	O=[N+]([O-])c1cccc(-c2ccc(CN3CCN(c4ccccc4)CC3)o2)c1	0.6	-0.2	-6	-1.5	-1.6	3	-0.4	-2	-1.0	0	1.8
12	COCCNC(=O)CCCn1c(=O)c2cc(OC)c(OC)cc2n(CC(=O)Nc2ccc(F)cc2)c1=O	-0.3	0.2	-2	1.3	-1.3	-25	-4.2	-2	-1.3	-16	4.0
13	Cc1ccc(CC(NC(=O)c2ccccc2)C(=O)NC(CC(C)C)C(=O)O)cc1 (stereo not given)	0.1	0.3	4	-1.6	-1.2	-3	-4.6	-3	-1.0	-5	2.9
14	Cc1ccc2nc(Nc3ccc(Cl)cc3)c3nncn3c2c1	0.5	-0.1	-7	0.5	-1.1	-3	-2.7	-3	-0.3	-6	0.1
15	O=c1cc(-c2ccccc2)c2cc(Cl)ccc2[nH]1	-0.6	-0.1	-6	1.2	-1.5	4	-1.0	0	-1.1	-1	-1.0
16	CC1CCCN(C(C(=O)NC2CCCCC2)c2cc3c(cc2[N+](=O)[O-])OCO3)C1 (stereo not given)	4.1	0.9	-9	-1.2	-0.6	-41	6.4	1	3.0	-14	0.1
17	CC1CCN(c2nncc3ccccc23)CC1	0.2	0.6	-3	-1.4	-1.5	2	1.4	-2	-1.4	-4	0.7
18	O=[N+]([O-])c1ccc(SCCc2ccccn2)cc1	2.3	0.3	1	0.1	-1.9	1	3.4	12*	2.2	4	1.0
19	CCNC(=O)C[C@H]1CC[C@H]2[C@@H](COc3ccc(NC(=O)Nc4ccccc4)cc3C(=O)N2C)O1	.	1.9	3	.	-1.2	-1	-3.3	-2	1.7	-10	.
20	CC(NC(=O)c1ccc(C23CC4CC(CC(C4)C2)C3)cc1)C(=O)O (stereo not given)	4.0	0.2	12	-0.3	-0.9	-5	4.0	-3	-2.2	-5	-1.3
21	C=CC[C@H](CC(=O)NCCO)C(=O)N[C@H](COC(=O)[C@@H](CC=C)CC(=O)OC(C)(C)C)Cc1ccccc1	-1.2	0.2	-2	-1.1	-1.2	-2	3.2	1	1.8	-1	1.7
22	Cc1ccnn1Cc1cc(C(=O)O)c2ccccc2n1	0.5	0.1	1	-0.9	0.8	-2	2.9	0	5.0	-2	0.2
23	CC(=O)Nc1ccc(S(=O)(=O)N(Cc2ccccc2)c2ccccn2)cc1	1.3	0.7	-2	1.2	-1.0	-1	-1.3	-1	-0.6	1	-0.6
24	Cc1cc(C)cc(C(N)=Nc2cccc(C#N)c2)c1	3.5	0.6	-5	-0.6	-1.3	-1	-1.9	3	0.1	0	0.2
25	Cc1ccc(CNC(=O)C2CC(c3cccc([N+](=O)[O-])c3)=NO2)o1 (stereo not given)	6.7	2.0	0	-0.6	-0.9	6	3.2	7	1.8	2	1.8
26	Cc1ccc(NC(=O)C2CCCN2C(=O)Oc2ccccc2)c(C)c1 (stereo not given)	-0.1	-0.6	-3	-0.1	-1.1	-3	0.9	-4	-0.9	-1	-0.4
27	CCN1CC(c2ccccc2)C(c2ccc(Cl)cc2)=N1 (stereo not given)	1.1	-0.5	-18	-1.8	-1.5	-11	0.5	8.3*	-0.8	-5	3.8
28	COc1ccccc1CNc1nc(-c2ccccc2CO)c2sccc2n1	2.3	1.4	-3	0.7	-0.8	i	2.5	3	0.8	-223	.
29	COc1cc(-c2c(C(=O)c3ccccc3)[nH]c(N)c2C(N)=O)ccc1O	.	.	-2	.	-0.5	-6	1.2	.	2.0	-6	.
30	COc1cc(NC(=O)COc2ccccc2)ccc1NC(=O)c1ccco1	1.5	-0.2	1	-0.1	-1.8	4	-2.7	-4	-1.4	-3	1.0
31	NC(COCc1ccccc1)c1csc(NC(=O)Nc2cccc(C(F)(F)F)c2)n1 (stereo not given)	0.6	-0.6	-10	1.6	-1.4	10	-3.0	-9	-1.2	4	.
32	CCOC(=O)NC(Nc1nnc(SCC)s1)(C(F)(F)F)C(F)(F)F	-1.8	-0.5	0	1.4	-1.5	10	-0.2	-1	-1.1	2	-0.5
33	COc1ccc(C)cc1NC(=O)C(OC(=O)C1=NNC(=O)CC1)c1ccccc1 (stereo not given)	-1.0	1.2	-8	-1.0	-1.0	-15	0.4	-3	-0.6	-2	-0.3
34	COc1ccc(/C=C2\SC(=O)N(CC(=O)N(C)C3CCS(=O)(=O)C3)C2=O)cc1 (stereo not given)	2.1	1.4	3	-0.5	1.0*	8	1.6	-1	1.8	1	1.3
35	CC(OC(=O)c1cccc(-n2cnnn2)c1)C(=O)Nc1ccccc1F (stereo not given)	2.0	1.7	0	-1.2	-0.6	6	-2.6	2	0.8	3	-1.2
36	CCc1ccc(NC(=O)CCn2cccc2)cc1	1.1	1.1	-3	-0.9	-0.6	5	4.2	8	0.3	0	-0.8
37	O=S(=O)(CCN1CCOCC1)c1ccc(Oc2ccc(S(=O)(=O)CCN3CCOCC3)cc2)cc1	-1.8	-1.5	2	-1.5	-1.7	2	-5.2	-3	-1.9	-2	-2.5
38	CSc1cccc(CN2CCC(Oc3cccc(C(=O)N4CCCC4)c3)CC2)c1	-1.6	-2.3	0	-1.6	-1.5	-11	-2.9	-2	-2.0	3	-1.1
39	O=C(c1cc([N+](=O)[O-])ccc1Cl)N1CCc2ccccc21	0.0	-0.8	0	-1.5	-0.4	-2	2.8	-1	1.4	-2	-0.2
40	CC(=O)Nc1ccc(NC(=O)COc2cccc3c2OC(C)(C)C3)cc1	0.6	-0.3	3	0.2	-1.5	5	-3.7	2	-1.7	3	0.2
41	N#Cc1sc2nc3c(cc2c1N)CCCC3	7.2	-1.8	1	-0.9	-2.4	-55	-5.5	4	-5.3	-18	-1.8
42	CN1/C(=C\C(=O)C[n+]2ccc(C(=O)c3ccccc3)cc2)C(C)(C)c2ccccc21	-0.2	-1.7	-3	-1.9	-0.8	1	-3.8	-7	-2.4	1	0.0
43	CCC(C)C(=O)Nc1nnc(-c2cccs2)s1 (stereo not given)	4.7	1.0	6	-0.4	-0.6	-91	6.5	5	0.4	-36	0.8
44	O=C(CSc1nnc(-c2ccccn2)n1-c1ccc(Cl)cc1)Nc1ccccc1-c1ccccc1	.	-0.7	-15	.	-1.3	1	-5.1	-5	-4.1	5	.
45	COc1ccccc1C(=O)NNC(=O)c1cccc(F)c1	6.0	3.9*	5	2.3	1.2*	0	6.9	4	10*	-2	0.0
46	CCOc1ccc(C(=O)Nc2ccc(NC(=O)c3ccccc3)cc2)cc1Br	1.1	-0.2	1	-0.3	-1.4	5	-1.0	-1	0.5	0	-0.7
47	CCOc1ccc(N(CC(=O)NCCc2ccc(OC)cc2)S(C)(=O)=O)cc1	1.4	0.6	-1	-3.7	-0.2	11	0.2	-3	-1.2	2	-0.5
48	CCN(CC)C(=O)CSc1nnc(-c2ccc(O)cc2)n1CC1CCCO1 (stereo not given)	-1.8	0.1	-3	0.1	-0.7	6	0.2	-2	-0.7	-1	0.6
49	Cc1ccc(S(=O)CCNC(=O)Cc2ccc(Cl)cc2)cc1 (stereo not given)	1.5	0.1	2	-1.9	-1.2	-1	-0.5	-1	-0.4	-3	-0.6
50	O=C(CCCc1nc2ccccc2s1)Nc1ccccc1	-1.2	0.1	0	-1.8	-1.6	-7	0.0	4	-0.8	-3	-1.1
51	CCc1nn2cc(C(=O)c3ccccc3O)cnc2c1-c1ccc(F)cc1	3.2	0.0	1	1.7	-0.4	8	2.1	-4	2.1	-6	-0.9
52	CC(=O)c1ccc(NC(=O)c2sc3nc(C)c(C)c(C)c3c2N)cc1	5.0	2.4	0	-1.8	1.2*	-22	10	2	8.2*	-4	6.7*
53	Cc1nc(CNS(=O)(=O)c2ccc(Br)cc2)cs1	1.0	-0.3	1	-0.1	-0.7	-2	0.1	-3	-0.7	-5	-0.3
54	CN(C)c1ccc(/C=N/NC(=O)c2ccc3c(c2)OCCO3)cc1	1.2	3.3	-5	-13	-0.9	-6	7.2	6	4.2	-1	0.9
55	N#CCCn1ccc(NC(=O)c2ccc(Cl)cc2)n1	-0.3	0.4	11	-1.0	-1.1	5	1.7	1	0.0	-2	-0.1
56	Cc1cc(C)n(CC(O)CN(c2ccccc2)S(=O)(=O)c2ccccc2)n1 (stereo not given)	2.9	0.8	-8	-2.3	-0.7	-3	-0.5	0	-0.7	-2	0.4
57	Cc1sc2nc(SCC(=O)N3CCCC3)[nH]c(=O)c2c1C	1.7	2.1	-5	-0.8	-1.4	-3	-0.1	1	0.1	-3	2.1
58	CCCn1c(NC(=O)c2ccc([N+](=O)[O-])o2)nc2ccccc21	0.5	-6.0	-5	-0.9	-1.3	-55	-1.0	-2	-2.2	-16	-2.4

Screens: PubChem BioAssay, several laboratories
